# CRFR2-BP antag = antagonists of CRF-BP/CRF-R2 complex, primary screen, cell-based, HEK293, calcium dye fluorescence, uHTS; CRF-induced calcium fluorescence; inhibition, % at 11.8 µM; actives 0.59% (n = 350,000); AID 588475, 2011;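 active = inhibition of the ligand-induced calcium signal above about 50% at the single tested concentration, limit read from the data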
# VIM-2 inhibitor = VIM-2 metallo-beta-lactamase inhibitors, primary screen, biochemical, epi-absorbance readout, Pseudomonas aeruginosa enzyme | actives 0.89% (n = 290,000) | AID 1527, 2009 | inhibition, % at 5.6 µM | purified VIM-2, nitrocefin hydrolysis, epi-absorbance fluorescence;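 active = inhibition above the mean of all tested compounds plus 3 SD, cutoff set per screening run, cut at about 7.5% in these data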;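 also: red hydrolysis product quenches plate fluorescence so inhibitors raise well fluorescence; 0% = enzyme with DMSO and 100% = DMSO without enzyme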
# pCIP destab = p/CIP-EGFP fusion destabilizers, primary screen, fluorescence, F442A cells. 16 h. Q05BA5. AID 1984, 2009. actives 0.01% (n = 290,000). decrease of EGFP signal, % at 10 µM;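 active = EGFP signal decrease of at least 30% at 10 µM or well 3 SD below plate mean, unless failing retest; inactive = the rest, including hits failing retest or dose response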; also: some compounds called inactive have numbers as strong as hits; many of its hits are not listed in these tables
# IDE cell inh = human IDE inhibitors in live cells, primary screen, fluorescence polarization, HEK cells, FAbetaB substrate | FAbetaB cleavage | inhibition, % at 5.59 µM | actives 0.41% (n = 320,000) | AID 434962, 2010;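 active = percent inhibition above the average of all tested compounds plus 3 SD, set per screening campaign, cut at about 16% in these data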;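 also: IDE supplied by intact live HEK cells; FP after avidin binding of uncleaved biotin substrate so inhibition keeps polarization high; 0% = DMSO wells and 100% = 60 µM reference IDE inhibitor Ii1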
# IMP-1 inhibitor = IMP-1 metallo-beta-lactamase inhibitors, primary screen, biochemical, epi-absorbance readout, Pseudomonas aeruginosa enzyme | purified IMP-1, nitrocefin hydrolysis, epi-absorbance fluorescence | inhibition, % at 5.6 µM | actives 0.45% (n = 290,000) | AID 1556, 2009;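 active = inhibition above the mean plus 3 SD of all compounds in the same screening run, cut at about 4.5% in these data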;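 also: 0% = IMP-1 with DMSO and 100% = DMSO wells lacking enzyme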
#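 Assay system: purified IMP-1; Quantity: IMP-1 0.2 nM before substrate addition; Medium: HEPES buffer pH 7.1 with ZnSO4 and Brij 35; Incubation: 15 min enzyme–compound preincubation, then 25 min nitrocefin reaction, 25 °C; Signal: fluorescence quenching readout, ex 480/em 530 nm; Controls: DMSO with and without IMP-1; Repeats: singlicate testing.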
# NS3 helicase inh = inhibitors of HCV NS3 helicase, primary screen, biochemical, Cy5 molecular beacon fluorescence | actives 0.56% (n = 290,000) | NS3 helicase DNA unwinding | inhibition, % at 10.9 µM | AID 1800, 2009 | Hepatitis C virus NS3 helicase;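 active = inhibition above the mean of all tested compounds plus 3 SD, set per campaign, cut at about 35% in these data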;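 also: 0% = DMSO wells and 100% = thioflavine S control wells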
#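 Assay system – hepatitis C virus NS3 helicase domain fragment enzyme · Buffer or medium – MOPS pH 6.5, MgCl2, DTT, Tween20, BSA · Reagent – Cy5/quencher beacon DNA duplex and ATP to start · Compound – single 10.9 µM dose · Timing – 1 h at 25 °C · Technique – Cy5 beacon fluorescence read at start and 1 h · Measure – % inhibition of unwinding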
# GalR3 antagonist = GalR3 antagonists in HEK293 cells, primary screen, cell-based, fluorescence readout; Galanin receptor type 3 (Homo sapiens), O60755; HEK293 GalR3-CNG cAMP membrane potential fluorescence; galR3 body fused to GalR1 C-terminus; inhibition, % at 3 µM; actives 0.44% (n = 360,000);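 active = inhibition above the screen-wide average plus 3 SD, cut at about 13% in these data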;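 also: forskolin and galanin both at EC90 stimulate the cells; cAMP rise reported by CNG channel membrane potential dye signal; 0% = forskolin plus galanin with DMSO and 100% = forskolin alone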
# IDE act = human IDE activators in live cells, primary screen, fluorescence polarization, HEK cells, FAbeta-B substrate. Insulin-degrading enzyme (Homo sapiens), P14735. actives 0.073% (n = 340,000). FAbeta-B cleavage; 0% vehicle, 100% cell-free pure enzyme wells. activation, % at 5.96 µM;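 active = activation above the mean of all tested compounds plus 3 SD, set per screening campaign, cut at about 17% in these data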
# SUMO HTRF inh = inhibitors of in vitro SUMOylation cascade, primary screen, biochemical, HTRF, uHTS | inhibition, % at 35 µM | HTRF SUMOylation assay, SAE1/SAE2 + UBC9 | actives 0.36% (n = 290,000); in the data active = inhibition above about 50%, passing the limit was not always enough; also: strong numbers were not always called active
# Numbers without * were called inactive; . = no result given. Outcome played no part in choosing rows (roughly 3.2% active in at least one column).
SMILES,CRFR2-BP antag,VIM-2 inhibitor,pCIP destab,IDE cell inh,IMP-1 inhibitor,NS3 helicase inh,GalR3 antagonist,IDE act,SUMO HTRF inh
COC(=O)c1ccc(OCC(O)CNCC(c2ccc(OC)cc2)N(C)C)c(OC)c1 (stereo not drawn),-4,-0.7,-8,-4,-2.0,-9,-12,1,-10
CCCc1cc(=O)n2[nH]c(Cc3ccccc3)nc2n1,-6,-2.8,-6,-1,-4.5,3,-4,1,3
COc1ccc(N(CC(=O)Nc2ccc3c(c2)OCCO3)S(=O)(=O)c2c(C)noc2C)cc1,-24,-1.2,-5,5,-2.6,-6,-1,5,23
COCc1cc(C)nc(OC)c1C(N)=O,-18,-0.5,-4,9,-3.2,2,-4,5,3
O=C(c1cn(-c2ccccc2)nc1-c1cc2ccccc2oc1=O)N1CCOCC1,6,1.1,-5,1,-3.2,10,0,4,35
CC(c1ccc(F)cc1)n1cc(C(=O)NCc2ccccn2)nn1 (stereo not drawn),4,-4.0,-10,1,-3.0,2,-6,1,3
COc1ccc(O/C(=N\S(=O)(=O)c2ccccc2)c2ccccc2)cc1,17,-0.2,3,2,-1.4,-4,-2,0,-2
CCOc1ccccc1NC(=O)c1ccc(F)c(S(=O)(=O)N2CCC3(CC2)OCCO3)c1,-4,1.0,-3,5,-4.2,1,-4,2,-4
O=C(CSc1nccn1-c1ncc(C(F)(F)F)cc1Cl)c1ccc(Cl)cc1,0,-2.9,-10,-4,-1.6,2,-3,-5,-9
Cc1cc2cc3c(cc2nc1SCC(=O)N1c2ccccc2CC1C)OCO3 (stereo not drawn),-11,-0.4,-1,4,-1.0,9,-3,4,-14
COc1ccc(OC)c(NC(=O)CN(c2ccc(OC)c(Cl)c2)S(C)(=O)=O)c1,12,-2.0,-6,6,-1.1,-12,-14,-5,11
O=C(NCCc1csc(-c2cccnc2)n1)c1c(F)cccc1F,29,-1.3,-10,3,-1.7,31,-4,4,7
Cc1noc(NS(=O)(=O)c2ccc(NC(=O)C34CC5CC(C3)CC(n3cnc(Cl)n3)(C5)C4)cc2)c1C,19,-3.1,-20,4,-4.2,12,-6,6,-12
CCOc1cc(Br)ccc1S(=O)(=O)N1CCC(C(N)=O)CC1,39,0.2,12,10,-0.6,-2,-3,2,2
O=C(/C=N/O)NCCCn1ccnc1,-17,-3.8,-6,-6,0.1,5,-2,1,-14
O=C(NCCCN1CCOCC1)c1cc(S(=O)(=O)N2CCOCC2)c(Cl)cc1Cl,-8,.,.,-3,.,.,-7,5,.
N#C/C(=C(/O)CCl)c1nnc2n1CCCCC2,5,-1.9,-4,-2,-1.2,18,-5,2,-4
Cc1cccc(C)c1N1CCN(C(=O)N2CCOCC2)CC1,-5,-3.0,-13,1,-1.7,2,-4,1,12
Cc1ccc(C)c(NC(=O)CCC(=O)N/N=C/c2cc([N+](=O)[O-])ccc2O)c1,-12,-1.7,-6,-5,-3.0,-1,-5,5,-4
CSCCC(NS(=O)(=O)c1ccc2c(c1)OCCO2)C(=O)NCCc1ccccn1 (stereo not drawn),19,-3.4,-7,2,-2.2,7,6,2,-5
Cn1c(=O)n(C)c2cc([N+](=O)[O-])c(N3CCN(C(=O)c4ccc(F)cc4)CC3)cc21,16,-1.6,-8,4,-3.5,0,-3,2,-3
COC(=O)C(Cc1ccccc1)NC(=O)C12CC3CC(CC(C3)C1)C2 (stereo not drawn),-15,-2.0,-3,3,-3.3,4,-1,-1,-1
Cc1ccc(-n2c(=O)c3c4c(sc3n3c(C)nnc23)COC(C(C)C)C4)cc1 (stereo not drawn),19,2.5,.,3,-0.7,-2,2,-4,.
CN(C(=O)c1cccc(NC(=O)Cc2ccc([N+](=O)[O-])cc2)c1)C1CCCC1,4,.,.,1,.,.,-6,1,.
CCN(C(=O)CN1CCN(c2ccc(O)cc2)CC1)c1c(N)n(Cc2ccccc2)c(=O)[nH]c1=O,2,-2.0,9,0,-4.7,-9,3,5,9
SMILES,CRFR2-BP antag,VIM-2 inhibitor,pCIP destab,IDE cell inh,IMP-1 inhibitor,NS3 helicase inh,GalR3 antagonist,IDE act,SUMO HTRF inh
COc1cc([N+](=O)[O-])ccc1NC(=O)COC(=O)C=C(C)C,0,-4.1,-15,2,-6.4,12,-2,4,1
CC(C)(C)C1CCC(OCC(O)CN2CCN(Cc3ccccc3)CC2)CC1 (stereo not drawn),-31,-4.5,-5,-4,-2.1,-50,-6,-2,-14
O=C(Nc1nnc(-c2ccncc2)o1)C1CCCCC1,-2,-2.5,4,0,-1.8,-3,-2,2,1
CCN(CC(=O)NCc1cccs1)C(=O)Cc1ccc(C)c(C)c1,-1,.,.,-2,.,.,-6,3,.
Cc1oc(-c2ccc(Cl)cc2)nc1CN1CCC(C(=O)NCCCN2CCOCC2)CC1,2,-2.3,-2,6,-2.9,-21,-5,-1,2
CCN(CC)CCn1c2c(c(SCC(=O)Nc3ccc(C(C)C)cc3)nc1=O)CCC2,-11,.,.,6,.,.,-3,1,.
Cc1ccc(S(=O)(=O)N2CCC(=O)N(C(COCc3ccccc3)C(C)C)CC2)cc1 (stereo not drawn),2,-2.2,-5,7,-1.6,-1,-1,-5,2
Cc1ccc2nc(-c3ccc(N4C(=O)CC(N5CCN(CCO)CC5)C4=O)cc3)sc2c1 (stereo not drawn),27,3.5,4,6,-1.1,-1,-4,3,17
Cc1cc(C)cc(NC(=O)CCC(=O)N2CCSc3ccccc32)c1,-13,-2.6,3,2,-3.8,10,-4,-1,-10
O=C(CCS(=O)(=O)c1ccccc1)N1CCN(c2ccccc2F)CC1,-16,-1.7,-14,-1,-1.6,-1,0,0,3
O=C(CNC(=O)c1ccco1)NNC(=O)c1n[nH]c(=O)c2ccccc12,-1,.,.,9,.,.,-2,-1,.
CO/N=C(/CS(=O)c1ccc(Br)cc1)c1ccc(OC)cc1 (stereo not drawn),3,-3.8,-6,-2,-2.0,1,-3,8,16
CCCCn1c2c(c(=N)c3ccccc31)CCC2,-2,1.2,-16,3,-1.5,-6,-4,-4,-10
CCCCCCCC(=O)NNC(=O)Cc1ccccc1,-18,-2.1,-15,2,-1.2,-9,.,7,4
COc1ccccc1N1CCN(CC(=O)c2c(C)n(C)c3ccccc23)CC1,-10,1.0,-6,0,-0.2,-12,0,2,31
O=C(NNC(=O)c1cc(-c2ccncc2)nc2ccccc12)c1ccccc1O,9,.,.,0,.,.,-3,5,.
CCN(C(=O)C(C)Sc1nnc(-c2ccncc2)n1C)C1CCCCC1 (stereo not drawn),5,.,.,-1,.,.,3,1,.
CCCCOc1ccccc1/C=N/NC(=O)CC#N,0,-1.0,-4,5,-2.5,11,-5,-3,18
Cc1cc(Cl)ccc1NNC(=O)c1c(C)noc1C,6,-0.7,1,-2,-1.8,-17,-4,-1,1
COC(=O)Cc1cc(=O)n(-c2nc3ccccc3[nH]2)[nH]1,-10,-3.0,2,-2,-4.3,19,-4,9,8
COc1ccc(COC(=O)CCN=C2NS(=O)(=O)c3ccccc32)cc1F,19,.,.,-1,.,.,-1,2,.
COC(=O)COc1ccc(-c2nn(C)c(=O)c3ccccc23)cc1,4,3.9,-9,6,-1.2,-6,0,0,7
CC(=O)C1C(c2ccccc2OC(F)F)NC(=O)NC1(O)C(F)(F)F (stereo not drawn),9,-3.7,5,-3,-2.2,9,-3,10,-4
O=C(COc1ccc2c(-c3ccccc3)cc(=O)oc2c1)N[C@H](Cc1c[nH]c2ccccc12)C(=O)O,-9,2.5,11,7,-0.9,17,-1,0,1
COc1ccc(C2C(C(=O)c3ccco3)=C(O)C(=O)N2CC2CCCO2)cc1OC (stereo not drawn),3,-0.6,-4,-4,-0.8,4,-7,3,9

# Record cards, as listed above. Order of screens: CRFR2-BP antag, VIM-2 inhibitor, pCIP destab, IDE cell inh, IMP-1 inhibitor, NS3 helicase inh, GalR3 antagonist, IDE act, SUMO HTRF inh
# CCCCCCCC(=O)NNC(=O)Cc1ccccc1 across the screens: -18, -2.1, -15, 2, -1.2, -9, ., 7, 4
# COC(=O)COc1ccc(-c2nn(C)c(=O)c3ccccc23)cc1 across the screens: 4, 3.9, -9, 6, -1.2, -6, 0, 0, 7
# CCCCn1c2c(c(=N)c3ccccc31)CCC2 across the screens: -2, 1.2, -16, 3, -1.5, -6, -4, -4, -10

# Going on with the list.
SMILES,CRFR2-BP antag,VIM-2 inhibitor,pCIP destab,IDE cell inh,IMP-1 inhibitor,NS3 helicase inh,GalR3 antagonist,IDE act,SUMO HTRF inh
CCSc1nc2c(c(=O)[nH]1)C(c1cccs1)C(C(=O)OC)=C(C)N2 (stereo not drawn),-8,0.8,-3,-1,-0.6,-3,0,7,16
N/C(=N\OC(=O)c1cc(Br)ccc1Cl)c1ccccn1,-4,-0.4,-2,0,-2.1,-13,-7,-4,12
COc1cccc(OC)c1C(=O)Nc1cc2c(cc1N1CCOCC1)n(C)c(=O)n2C,-11,-1.5,1,-5,0.0,-3,1,4,4
O=S(=O)(Nc1cccnc1)c1ccc(F)cc1,9,-2.6,-12,8,-2.7,2,-7,5,-3
O=S(=O)(Nc1ccccn1)c1ccc(-n2cccn2)cc1,-2,0.7,-12,2,-0.1,-1,3,4,7
O=C(OCC(=O)N1CCN(c2ccccc2)CC1)c1ccc(Cl)cc1[N+](=O)[O-],-8,.,.,5,.,.,1,-8,.
N#Cc1c(C(F)(F)F)cc(-c2ccc(Cl)cc2)nc1SCC(=O)O,2,-3.9,-6,4,-2.4,26,2,2,17
Cc1cccc(-c2noc(CN(C)S(=O)(=O)c3cc(Cl)ccc3Cl)n2)c1,-12,-0.9,-11,1,0.1,-12,-9,-2,-3
COc1cccc(/C=N/Nc2ncnc(N)c2[N+](=O)[O-])c1OC,-2,-4.7,-1,-8,-3.6,1,.,5,6
O=C(Nc1ccc(N2CCOCC2)cc1)C1CCCN(S(=O)(=O)c2cccc(C(F)(F)F)c2)C1 (stereo not drawn),2,-3.4,-8,9,-6.8,3,-4,2,28
CCOc1ccccc1N1CCN(Cc2cnc(-c3ccccc3)[nH]2)CC1,-1,-3.2,-2,7,-3.8,-14,-8,7,1
O=C(NCC1CCCO1)c1ccc(N2CCCCC2)nc1 (stereo not drawn),25,-4.0,2,-2,-6.4,11,-4,1,8
O=C(CC12CC3CC(CC(C3)C1)C2)NC(=S)N1CCCCC1,10,-3.0,-9,2,-3.1,2,-4,2,10
CC(=O)Nc1ccc(N2N=C(C)C(N=Nc3ccccc3)C2=O)cc1 (stereo not drawn),16,-5.5,-1,5,-2.2,-1,-7,-4,-33
O=C(/C=C/c1ccc([N+](=O)[O-])s1)N1CCN(c2ccccc2)CC1,0,-2.0,9,4,-1.1,-4,-1,3,-15

# High-throughput results from PubChem BioAssay.
